# M5 ag: agonists of human muscarinic M5 receptor (CHRM5) | activation, % at 3 µM | CHO-K1 hM5 cells, Fluo-8 calcium fluorescence; 0% DMSO wells, 100% maximal acetylcholine response | P08912 | 360,000 compounds, 0.19% hits | AID 624037;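 active means activation above the run's mean over test compounds plus 3 SD, cut at about 23% in these data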;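 further: signal is peak over basal fluorescence ratio across the kinetic read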
# CHRM4 antagonist: CHRM4 antagonism in calcium assay; P08173; CHO-hM4 cells, ACh EC80, Fluo-8 calcium fluorescence; inhibition, % at 3 µM; 360,000 compounds, 0.73% hits;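 active means inhibition above its plate's cutoff, the mean inhibition of sample wells plus 3 SD, cut at about 27% in these data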;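 further: 0% = acetylcholine EC80 with DMSO and 100% = DMSO without agonist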
# Target sequence (P08173 whole entry, looked up): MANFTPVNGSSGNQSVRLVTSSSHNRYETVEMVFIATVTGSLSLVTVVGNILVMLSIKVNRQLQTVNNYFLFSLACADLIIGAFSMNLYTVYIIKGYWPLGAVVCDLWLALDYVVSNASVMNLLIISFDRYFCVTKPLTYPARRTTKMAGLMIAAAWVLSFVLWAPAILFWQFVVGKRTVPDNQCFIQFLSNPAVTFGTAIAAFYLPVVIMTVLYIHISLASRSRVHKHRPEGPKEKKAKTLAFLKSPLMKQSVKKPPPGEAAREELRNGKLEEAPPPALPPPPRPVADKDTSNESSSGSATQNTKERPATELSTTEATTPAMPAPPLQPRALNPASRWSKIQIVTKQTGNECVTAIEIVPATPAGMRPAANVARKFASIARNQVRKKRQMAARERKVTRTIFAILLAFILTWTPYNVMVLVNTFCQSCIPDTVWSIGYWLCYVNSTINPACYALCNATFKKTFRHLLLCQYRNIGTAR
# CHRM4 PAM: positive allosteric modulators of human muscarinic M4 receptor; P08173; CHO-K1 hM4/Gqi5, Fluo-8 calcium fluorescence, ACh EC20; 0% = ACh EC20, 100% = maximal ACh; activation, % at 3 µM; 360,000 compounds, 0.4% hits; AID 624126;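 active means activation above its plate's cutoff, the mean activation of sample wells plus 3 SD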; further: some results filed as inactive read as strong as hits
# CHRM4 agonist: agonists of human muscarinic M4 receptor (CHRM4); P08173; CHO-K1 hM4/Gqi5, Fluo-8 calcium fluorescence; vehicle 0%, full acetylcholine response 100%; activation, % at 3 µM; 360,000 compounds, 0.14% hits; AID 624127;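 active means activation above the run mean over all test wells plus 3 SD, cut at about 32% in these data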;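 further: peak over basal fluorescence ratio per well then scaled between controls; 0% = DMSO wells and 100% = acetylcholine at EC100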
# CRFBP-R2 agonist: CRF-BP/CRF-R2 complex agonism. 350,000 compounds, 0.46% hits. activation, % at 13.2 µM. AID 588473. HEK293 CRF-R2/CRF-BP, calcium dye fluorescence (FLIPR); percent of saturating CRF peptide response;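 active means activation of at least 50%, plus an integration ratio under a set limit after plate pattern correction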;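 further: plate controls were neutral control wells without compound for no effect and CRF at EC100 for full effect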
# M1 antag: human CHRM1 antagonism | AID 588852 | CHO-K1 hM1, Fluo-8 calcium fluorescence, ACh EC80 antagonist | 360,000 compounds, 1.3% hits | inhibition, % at 3 µM | P11229;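 active means percent inhibition above its own plate's cutoff, namely the mean of that plate's compound wells plus 3 SD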;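 further: peak over basal fluorescence ratio during 140 s after agonist addition; 0% = ACh EC80 plus DMSO and 100% = DMSO alone without agonist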
# Target sequence (P11229 whole entry, looked up): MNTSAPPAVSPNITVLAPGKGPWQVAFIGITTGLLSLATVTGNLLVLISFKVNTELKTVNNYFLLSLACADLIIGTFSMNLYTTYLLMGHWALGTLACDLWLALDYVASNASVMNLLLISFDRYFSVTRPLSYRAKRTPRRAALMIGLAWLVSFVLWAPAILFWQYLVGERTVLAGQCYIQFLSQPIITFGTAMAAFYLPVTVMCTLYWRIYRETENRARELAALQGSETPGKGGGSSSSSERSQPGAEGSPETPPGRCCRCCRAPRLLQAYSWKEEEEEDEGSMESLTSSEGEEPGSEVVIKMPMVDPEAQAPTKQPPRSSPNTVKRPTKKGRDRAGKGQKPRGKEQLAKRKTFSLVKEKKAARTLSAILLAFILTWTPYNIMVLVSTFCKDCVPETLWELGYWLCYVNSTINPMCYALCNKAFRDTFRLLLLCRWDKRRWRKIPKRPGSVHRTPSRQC
# CHRM5 PAM: CHRM5 positive allosteric modulation; CHO-K1 hM5, Fluo-8 calcium, ACh EC20 PAM; 0% = ACh EC20, 100% = ACh EC100; 360,000 compounds, 0.3% hits; activation, % at 3 µM;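 active means activation above the run cutoff, the mean activation of all test compounds plus 3 SD, cut at about 18% in these data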
#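 Replicates: One well per compound, no replicates | System: Human M5 receptor in CHO-K1 cells | Benchmarks: Low control EC20 acetylcholine (0%), high control EC100 acetylcholine (100%) | Probe or stimulus: Acetylcholine, EC20 level | Times: Fluo-8 loading 80 min at 37 °C plus 30 min room temperature | Signal: Intracellular calcium via Fluo-8 fluorescence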
# CHRM5 antagonist: blocks acetylcholine activation of human M5 receptor. CHO-hM5 cells, Fluo-8 calcium fluorescence, ACh EC80. P08912. AID 624040. 360,000 compounds, 0.59% hits. inhibition, % at 3 µM;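 active means inhibition above a per-plate cutoff, the mean of that plate's test compounds plus 3 SD, cut at about 27% in these data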;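 further: 0% = acetylcholine EC80 with DMSO and 100% = DMSO without agonist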
# CHRM1 PAM: human CHRM1 positive allosteric modulation; P11229; CHO-K1 hM1, Fluo-8 calcium fluorescence, ACh EC20; 0% = ACh EC20, 100% = maximal ACh; activation, % at 3 µM; 360,000 compounds, 0.088% hits; in the data active means activation above about 19%, passing the limit was not always enough
# * hit, by the source's call; nt = no result given; & = joins results of further samples.
SMILES,M5 ag,CHRM4 antagonist,CHRM4 PAM,CHRM4 agonist,CRFBP-R2 agonist,M1 antag,CHRM5 PAM,CHRM5 antagonist,CHRM1 PAM
O=C(c1ccccc1)N1CCN(CC(O)Cn2ccc3ccccc32)CC1 (centres undefined),-6,-8,2,2,-0.5,-17,0,1,8
CCC(C)Sc1cccc(-c2nc3ccc(C)cn3c2NC2CCCCC2)c1 (centres undefined),4&5,-18&2,5&0,2&0,-0.2,5,11&-7,-6&8,2
Cc1ccc(N2C(=O)Nc3ccc(Br)cc3C2(O)C(=O)NCCCN(C)C)cc1C (centres undefined),-8,1,5,0,0.5,11,-2,-2,-2
CC(=O)Nc1ccc(S(=O)(=O)Nc2ccccc2C(=O)N2CCCCCC2)cc1,1,4,-3,1,-1.1,-10,-2,3,9
NC(=S)n1[nH]c(-c2ccc([N+](=O)[O-])cc2)c(N=Nc2ccccc2[N+](=O)[O-])c1=O,0,2,2,0,7.2,-2,1,10,7
O=C(Oc1c(Cl)cc(Cl)c2cccnc12)c1cccs1,-7,12,8,0,0.5,5,4,1,2
O=C(CSc1nnc(-c2ccc(OC(F)F)cc2)o1)NCc1cccs1,-4,2,1,1,-5.9,-7,-4,-3,5
COc1cccc(-n2nnnc2SCC(=O)NCc2ccco2)c1,-5,-4,-2,0,0.5,-29,1,1,5
c1cc(C2CCN(Cc3nc(-c4ccc5c(c4)OCO5)no3)CC2)ccn1,4,-10,-15,6,-0.3,-8,-9,9,-1
COc1cccc(N(CC(=O)N2CCN(c3ccccc3OC)CC2)S(C)(=O)=O)c1,-1,3,11,3,-0.2,-6,-1,-1,10
COc1cc(NC(=O)c2onc(C)c2Cl)cc(OC)c1OC,-3,-18,-1,2,4.6,-13,-1,-2,8
CCOc1ccc(N(CC(=O)NC(C)C)C(=O)CCC(=O)Nc2ccccn2)cc1,-5,-10,3,1,-1.2,-19,-2,-5,11
CCN(CC(=O)Nc1ccccc1SC)Cc1nc2ccccc2c(=O)[nH]1,2,-9,-5,3,-1.9,-11,-1,2,4
CCOC(=O)C1C(=O)CC(C)(O)C(C(=O)OCC)C1c1ccc(N(CC)CC)cc1 (centres undefined),-1,-5,2,4,-0.1,-29,-3,6,9
Cc1ccc(S(=O)(=O)N2CCOCC2)cc1C(=O)Nc1ccc(N2CCCCCC2)cc1,4,10,-3,9,0.4,21,-16,3,-8
Cc1ccccc1C(=O)Nc1cc(-c2cc(C(C)(C)C)oc2C)nn1C,3,12,-23,4,6.6,7,0,5,-7
CCC(C)NC(=O)c1cc2cc3ccc(OC)cc3nc2s1 (centres undefined),-8,-10,0,4,-2.3,-5,-8,-9,5
N#C/C(=C\c1c(N2CCN(c3ccccc3)CC2)nc2ccccn2c1=O)C(N)=O,0,3,-5,11,-2.2,3,-10,16,4
CC(C(=O)NCCCc1ccccc1)n1cccc1C(=O)c1ccccc1 (centres undefined),-2,-5,0,3,-2.0,-7,-9,15,5
Cc1nnc(SCC(=O)O)s1,-1,-2,-1,1,-0.1,-9,7,7,7
CC(=O)NC1=NN(C(C)=O)C(C)(c2ccccc2)S1 (centres undefined),1,5,8,1,0.1,-3,0,4,3
CC(C)c1ccccc1NS(=O)(=O)c1cccs1,-4,1,-8,0,-1.0,4,2,-10,-1
O=C(Nc1ccc(N2CCN(C(=O)c3ccco3)CC2)c(Cl)c1)c1c(F)c(F)c(F)c(F)c1F,-5,6,-17,13,7.2,3,-28,20,-13
Cc1ccc(Nc2nc(NCC3CC3)nc3ccsc23)c(C)c1,1,5,-6,10,nt,8,-10,8,-12
COc1ccc(C(=O)NCC(=O)OCC(=O)N2CC(C)CC(C)C2)cc1 (centres undefined),-5,-12,14,1,-1.1,-38,-6,-8,10

# One compound at a time, from the list above:
# Profile of `CCC(C)Sc1cccc(-c2nc3ccc(C)cn3c2NC2CCCCC2)c1` (centres undefined) → M5 ag: 4&5; CHRM4 antagonist: -18&2; CHRM4 PAM: 5&0; CHRM4 agonist: 2&0; CRFBP-R2 agonist: -0.2; M1 antag: 5; CHRM5 PAM: 11&-7; CHRM5 antagonist: -6&8; CHRM1 PAM: 2
# Profile of `COc1cccc(N(CC(=O)N2CCN(c3ccccc3OC)CC2)S(C)(=O)=O)c1` → M5 ag: -1; CHRM4 antagonist: 3; CHRM4 PAM: 11; CHRM4 agonist: 3; CRFBP-R2 agonist: -0.2; M1 antag: -6; CHRM5 PAM: -1; CHRM5 antagonist: -1; CHRM1 PAM: 10

# (cont.)
SMILES,M5 ag,CHRM4 antagonist,CHRM4 PAM,CHRM4 agonist,CRFBP-R2 agonist,M1 antag,CHRM5 PAM,CHRM5 antagonist,CHRM1 PAM
O=c1c(-c2ccc(Br)cc2)[n+]([O-])c2ccccc2n1OCc1ccccn1,-1,0,0,1,-0.6,-7,0,0,11
Cc1cc(NC(=O)C(C)Oc2ccccc2)no1 (centres undefined),-1,-2,7,1,-0.4,-7,3,-1,13
CCN(CC(=O)NCCc1ccc(S(N)(=O)=O)cc1)Cc1nc2ccccc2c(=O)[nH]1,-8,7,-4,0,0.3,0,-2,6,4
NS(=O)(=O)c1ccc(Nc2ccccc2)c([N+](=O)[O-])c1,-1,2,-4,5,0.7,0,2,-4,13
CSc1n[nH]c(=O)n1-c1ccc(Cl)cc1,0,-7,-3,1,-0.1,-16,5,5,18
Cc1nn(CCc2n[nH]c(=S)n2C2CCCCC2)c(C)c1Br,-1,-1,17,0,-2.4,-15,7,-2,13
CCN(CC)CCN(C)C1CCC(c2ccccc2)CC1 (centres undefined),-7,-6,-1,2,-4.1,2,0,4,-14
CCN1C(=O)/C(=C2/Sc3ccccc3N2CCCS(=O)(=O)O)SC1=S,-1&-1,1&-6,-1&7,0&0,-4.0&2.1,-14&3,1&-2,5&3,-10&5
COc1ccc2c(c1OC)C(=O)N1C2SC(C)(C)[C@H]1C(=O)NCC(C)C (some centres undefined),-3,4,0,1,1.1,-9,-5,5,10
COc1ccc(CCNC(=O)c2ccc(N(C)S(=O)(=O)c3ccc(C)cc3)cc2)cc1OC,-2,6,-9,12,-0.8,-1,-16,5,-7
Cc1cc(C)n(CC(=O)O)c(=O)c1[N+](=O)[O-],4,-5,4,2,-0.3,-1,6,-1,1
O=C(Nc1cccc([N+](=O)[O-])c1)C1C2/C=C\CCCCC21 (centres undefined),2,1,9,3,-2.0,-1,8,-3,3
CCc1c(O)nc(SCC(=O)Nc2cc(C)on2)n(-c2ccccc2)c1=O,-1,-5,8,0,-1.1,-14,14,-14,15
COCCNC(=O)COC(=O)c1ccc(S(=O)(=O)N2CCOCC2)cc1,2,1,16,2,10,-4,13,-13,12
C/C(=N\NC(=O)Cc1c[nH]c2ccccc12)c1ccc2ccccc2c1,-1,-4,-1,3,2.3,-9,-1,7,8
COc1ccc(CCNC(=O)c2ccc(N3CCCC3=O)cc2)cc1OC,3,-6,0,1,-1.5,0,0,-4,-1
CC(C)CNc1nc(N)c([N+](=O)[O-])c(NCc2ccccc2)n1,0,1,0,-1,-0.8,5,3,6,-4
Cc1ccccc1-c1cccc([C@@H]2C[C@H]3[C@H](CON3C)CN2Cc2cc(Cl)cc(Cl)c2)c1,0,-10,1,1,13,-13,-3,2,8
Cc1nc2ccc(C(=O)Nc3ccc4nc[nH]c4c3)cc2[nH]1,-1,2,-3,1,-2.3,1,-8,4,-5
Cn1c(=O)c2c(nc(Sc3n[nH]c(N)n3)n2Cc2ccccc2Cl)n(C)c1=O,0,-5,12,1,0.1,-8,-2,-5,9
COC(=O)c1ncn(C2OC(COC(C)=O)C(OC(C)=O)C2OC(C)=O)n1 (centres undefined),1,1,-2,1,-2.0,-3,4,-2,10
CC(C)c1cn(CC[C@@H]2CC[C@H](NS(=O)(=O)c3ccc(F)cc3)[C@@H](CO)O2)nn1,0,-4,12,1,nt,nt,5,-4,nt
Cc1ccccc1CN1CCN(C2CCC2)CC1CCO (centres undefined),-10,-4,3,1,-2.5,3,-8,10,-1
Cc1ccc(-c2cc(C(=O)N/N=C/c3cccnc3)n[nH]2)o1,1,2,2,1,-0.5,2,-1,-3,-1
O=C1N/C(=C/c2cccn2-c2ccc(F)cc2)C(=O)N1Cc1ccccc1,0,-3,7,1,2.0,-11,0,-3,10
SMILES,M5 ag,CHRM4 antagonist,CHRM4 PAM,CHRM4 agonist,CRFBP-R2 agonist,M1 antag,CHRM5 PAM,CHRM5 antagonist,CHRM1 PAM
CCN1CSC(=S)N(Cc2ccc(OC)cc2)C1,-3,8,-11,0,-1.4,1,0,7,-1
Cc1ccc(C2(C(=O)N3CCC(n4nc(-c5ccccc5)oc4=O)CC3)CC2)cc1,-3,-4,0,5,-0.8,-4,0,-5,-2
COC(=O)CN1C(=O)N/C(=C/c2ccc(OC)c(C)c2OC)C1=O,-6,-1,1,1,-0.7,-11,-5,15,7
CN(C(=O)COC(=O)c1ccccc1NCCO)C1CCS(=O)(=O)C1 (centres undefined),0,9,7,1,1.2,-6,8,-6,7
CCCCCc1cc(=O)oc2c(C(CCN3CCCC(C)C3)c3ccc(OC)cc3)c(OC)cc(OC)c12 (centres undefined),6,21,-3,13,0.8,5,3,8,1
Cn1cnnc1SCCCN1C(=O)c2cccc3cccc(c23)C1=O,1,-6,-1,3,-1.5,-11,-2,-6,3
CC1CCCCC1Nc1nc2ccc(Cl)cc2n2cnnc12 (centres undefined),2,1,-5,13,-0.1,6,-6,12,-2
CCc1ccc(C(=O)NCc2ccc(Cl)cc2Cl)cc1,-5,8,-11,-2,-1.1,1,-5,2,-5
Nc1nc2c(ncn2[C@@H]2O[C@H](CNS(=O)(=O)N3CCCC3)[C@@H](O)[C@H]2O)c(=O)[nH]1,-2,-23,4,1,nt,-15,13,-6,1
C/C(=N\NC(=O)c1ccccc1O)c1ccc(Br)s1,-1,6,-6,0,26,3,-8,9,-7
CCC(CC)C(=O)Nc1ccc(C)cc1O,0,-11,5,0,-0.1,-9,3,-20,10
CCn1ccc(C(=O)Nc2ccc(N(C)C(C)=O)cc2)n1,1,0,-1,1,0.9,-11,-1,3,6
CCn1c(=O)n(CC)c2cc(N3CCCC3)c(NC(=O)c3cccc(C)c3)cc21,-5,0,1,0,-1.3,2,-1,4,3
CC(=O)OC[C@@H]1CN(Cc2ccccc2)C[C@H](n2cnc3c(N4CCCC4)ncnc32)O1,1,-10,7,5,nt,-9,0,4,7
CCc1c(C)nc2ncnn2c1N1CCCC(C(=O)NCc2ccco2)C1 (centres undefined),2,-8,5,0,-1.3,-4,-3,-2,7
COC(=O)c1cc2ccccc2n1Cc1ccc(Cl)nc1,-6,-8,-4,-2,1.9,-2,-4,16,1
Cc1cccc(CS(=O)(=O)c2ncc(Cl)c(C(=O)NCc3ccc4c(c3)OCO4)n2)c1,-4,33*,-16,5,0.4,6,1,12,-4
Cc1sc2nc(CSCC(=O)Nc3ccc(OC(F)F)cc3)[nH]c(=O)c2c1C,-5,-3,-10,2,-4.3,-1,1,7,6
COC(=O)c1cc(NC(=O)c2c(C)noc2C)ccc1N1CCOCC1,-2,-5,5,0,1.5,-4,4,-2,5
CCN(CC)C(=O)c1nc(-c2cccc3ccccc23)no1,-2,-7,10,0,-2.3,-16,1,-5,-4
Cc1cc(C)c(S(=O)(=O)N2CCN(C(=O)N3CCOCC3)CC2)c(C)c1,3,-4,3,1,-0.9,-8,-4,6,6
O=C(O)c1ccccc1Nc1ccccc1C(=O)O,1,7,3,0,1.3,-14,0,-2,6

# Source: PubChem
